MPTP inh: permeability transition pore inhibition | isolated mouse mitochondria, Ca2+ swelling absorbance, 30 min | inhibition, % at 10 µM | 360,000 tested, 1.4% active | AID 602449;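 active = inhibition of 50% or more, scaled per plate between neutral and stimulator controls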;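 note: 0% = DMSO wells given calcium and 100% = 1 mM EGTA wells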
The depositor's hits bear a star.

smiles	MPTP inh
Nc1c(C(=O)Nc2ccccc2)sc2nc(N3CCOCC3)c3c(c12)CCCC3	-0.1
Cc1nc(N)ncc1CCC1OCCO1	-0.3
COc1ccc2nc3n(c(=O)c2c1)-c1ncccc1C(=O)NC3CC(C)C (stereo unspecified)	-0.9
Cc1cc2nc(-c3cccc(Cl)c3)c(Cc3cccc(Cl)c3)n2c(C)c1Br	0.4
CCCS(=O)(=O)NC(=O)C1(C)CCCN(C(=O)c2ccccc2C(F)(F)F)C1 (stereo unspecified)	-0.4
CC(O)C(NC(=O)OCc1ccccc1)C(=O)NCC(=O)NCC(=O)OCc1ccccc1 (stereo unspecified)	0.7
CCc1nc2ccc(C(=O)NCCOc3ccc(OC)cc3)cn2c1N(C)C(=O)C1CCCCC1	-1.4
COc1ccc(C(C)=O)cc1CN1C(=O)C(C)ON=C1c1cccc(C(F)(F)F)c1 (stereo unspecified)	-2.1
CCCNC(=O)C1(C)CCCN(C(=O)c2cc3ccccc3s2)C1 (stereo unspecified)	-0.6
Cc1ccccc1OC1(C)CCN(Cc2ccc(-c3ccccn3)cc2)C1 (stereo unspecified)	-1.0
Cc1ccsc1C(=O)N1CCC1(C)C(=O)NS(=O)(=O)c1ccccc1 (stereo unspecified)	1.1
CN(C)c1ccc(CNC(=O)C2(C)Cc3c(-c4cccc(C(N)=O)c4)ccnc3O2)cc1 (stereo unspecified)	0.2
Cc1ccc(C(O)c2ncc(-c3ccc4ccccc4c3)[nH]2)c(C)c1 (stereo unspecified)	2.4
C[C@H](O)[C@@H]1C(=O)N2CCc3c([nH]c4ccccc34)[C@@H]2C[C@@H]1N(C)C(=O)c1ccco1	-0.4
CCOC(=O)C1=C[C@@H](C(C)(C)C)N(S(=O)(=O)c2ccc(C)cc2)[C@H]1c1ccc(Cl)c(Cl)c1	2.2
O=S(=O)(c1ccc(SCc2c(F)cccc2Cl)nc1)N1CCCC1	-1.5
CCOC(=O)[C@]12CCCC=C1N(Cc1ccc3c(c1)OCO3)C(=O)[C@H](CC(=O)NCc1ccc(C)o1)C2	0.0
Cc1cc(Cl)ccc1OCC(=O)OCC(=O)Nc1ccc(Cl)cn1	-0.2
Cc1ccc(S(=O)(=O)NC(=O)C2(C)CCN2C(=O)Cc2ccc(-c3ccccc3)cc2)nc1 (stereo unspecified)	-1.8
C[C@H]1Cn2cnc(C(=O)NCc3ccc(CNC(=O)OC(C)(C)C)cc3)c2C(=O)N1	0.3
COc1ccccc1-c1cnc(C(O)c2ccc(F)cc2C)[nH]1 (stereo unspecified)	0.9
COc1cccc(C(N)c2nc(-c3cc(F)cc(F)c3)cs2)c1 (stereo unspecified)	-0.4
COc1ccc(S(=O)(=O)n2c(N)nc3ccccc32)cc1	0.3
C=CCNc1nc(NCc2ccc(NC(C)=O)cc2)c2sc(-c3ccccc3)cc2n1	3.2
CC(C)C[C@H]1CNC(=O)C(=O)N1C[C@@H]1CCCN1C[C@H](CC(C)C)N1C[C@H](Cc2ccccc2)N(CCc2ccccc2)C(=O)C1=O	-2.4
CCCCCCCCN1C(=O)[C@H](CC(=O)NCc2ccc(C)o2)C[C@@]2(C(=O)OCC)CCC=C12	-3.5
CC(C)(C)S(=O)N1Cc2cc(C(=O)NCc3ccc(Oc4ccccc4)cc3)nc(-c3cccc(-c4cc5ccccc5o4)c3)c2[C@@H]1CCO (stereo partly specified)	0.2
CC(C)C[C@@H](CN1CCC[C@H]1CN1C(=O)C(=O)NC[C@@H]1Cc1ccccc1)N1C[C@H](Cc2ccc(O)cc2)N(CCc2ccccc2)C(=O)C1=O	-3.1
CC(C)c1ncc(CO)n1Cc1c(Cl)cccc1Cl	-0.3
COc1ccccc1CNC(=O)c1cc(-c2cc(F)ccc2OC(C)C)n[nH]1	-0.7
CCc1nc2c(OCc3ccccc3C(=O)OC)cccn2c1N(C)C(=O)Nc1ccccc1OC	0.5
COCCN1C[C@@H](CO)O[C@@H](n2cnc3c(NCc4cc(OC)c(OC)c(OC)c4)ncnc32)C1	-1.4

Sorted by molecular weight (largest number first): seven of the compounds above
smiles	MPTP inh
CC(C)C[C@@H](CN1CCC[C@H]1CN1C(=O)C(=O)NC[C@@H]1Cc1ccccc1)N1C[C@H](Cc2ccc(O)cc2)N(CCc2ccccc2)C(=O)C1=O	-3.1
CC(C)(C)S(=O)N1Cc2cc(C(=O)NCc3ccc(Oc4ccccc4)cc3)nc(-c3cccc(-c4cc5ccccc5o4)c3)c2[C@@H]1CCO (stereo partly specified)	0.2
CC(C)C[C@H]1CNC(=O)C(=O)N1C[C@@H]1CCCN1C[C@H](CC(C)C)N1C[C@H](Cc2ccccc2)N(CCc2ccccc2)C(=O)C1=O	-2.4
CCc1nc2c(OCc3ccccc3C(=O)OC)cccn2c1N(C)C(=O)Nc1ccccc1OC	0.5
CCCCCCCCN1C(=O)[C@H](CC(=O)NCc2ccc(C)o2)C[C@@]2(C(=O)OCC)CCC=C12	-3.5
COc1ccccc1CNC(=O)c1cc(-c2cc(F)ccc2OC(C)C)n[nH]1	-0.7
COc1ccc(S(=O)(=O)n2c(N)nc3ccccc32)cc1	0.3

Additional compounds follow.
smiles	MPTP inh
COc1ccc(S(=O)(=O)N2CCOCC2)cc1NC(=O)CN1C(=O)NC2(CCC(C)CC2)C1=O (stereo unspecified)	-0.1
CC(C)CC1C(=O)N(Cc2cn(CCC3OCCCO3)nn2)CCS(=O)(=O)N1Cc1ccc(-c2cccc(N(C)C)c2)cc1 (stereo unspecified)	0.9
Cc1cccc(CN2CCN(C3CN(C4CCCCC4)S(=O)(=O)C3)CC2)c1 (stereo unspecified)	-0.3
CCc1nc2ccc(C(=O)N3CCN(C(=O)c4ccco4)CC3)cn2c1N(C)Cc1ccc(OC)cc1	-1.2
CN(CC(=O)Nc1ccc(Cl)cc1)CC(=O)N1CCc2ccccc21	-2.3
COc1ccc(-c2cc3nc(NCCN4CCCC4)n(C)c(=O)c3s2)cc1OC	-0.5
N#Cc1cccnc1N1CCN(C(c2ccnc3ccccc23)c2nnnn2-c2ccc3c(c2)OCCO3)CC1 (stereo unspecified)	-0.1
CC(C)(C)c1ccc(S(=O)(=O)NC(=O)C2(C)CCN2C(=O)c2cccc3ccccc23)cc1 (stereo unspecified)	2.1
COc1cc(OC)cc(C(=O)OCC(=O)NC2CCCCCCC2)c1	0.8
CC(=O)Nc1cc(-c2cccc(C(=O)N(C)C)c2)cn2c(-c3ccccc3)cnc12	-1.0
CCCc1c(-c2cccc(Cl)c2)ncn1CCc1ccccc1OC	1.2
COc1ccc(NC(=O)C2Cc3c(-c4ccc5c(c4)OCO5)ccnc3O2)cc1OC (stereo unspecified)	95.5*
Cc1ccc(OC2CCN(C(=O)[C@H]3O[C@@H](n4cnc5c(N)ncnc54)[C@H](O)[C@@H]3O)CC2)cc1	-0.7
CC(C)OC(=O)N(C)C[C@H]1OCc2cnnn2CCCC(=O)N([C@@H](C)CO)C[C@H]1C	-0.8
COc1ccc([C@H]2C[C@@H](n3cc(COC(=O)c4ccccc4)nn3)[C@H](O)CN2C(=O)c2cccs2)cc1	-2.6
CC(C)(C)n1nnnc1C(c1cc2ccccc2o1)N1CCN(C(=O)OCc2ccccc2)CC1 (stereo unspecified)	-0.5
CCCC[C@@H]1CC2=C(C(=O)OC(C)(C)O2)[C@@H](c2ccc(F)cc2)O1	0.3
COc1ccccc1C(NC(=O)C1CCN(CCc2ccc(Br)cc2)CC1)c1ccccn1 (stereo unspecified)	-0.3
COC(=O)[C@]12CCCCC=C1N(Cc1ccc3c(c1)OCO3)C(=O)[C@H](CC(=O)NCCCN1CCCC1=O)C2	0.2
O=C(c1ccc2c(c1)OCCO2)N1CCN(c2ccc(C(F)(F)F)cn2)CC1	0.2
CC1(C(=O)Nc2ccc3c(c2)OCCO3)CCN1Cc1ccccc1OC(F)F (stereo unspecified)	1.8
CC(=O)Nc1cccc(-c2cc3nc(NCc4cccnc4)n(C)c(=O)c3s2)c1	0.6
CCCNC(=O)C1(C)CCCN(Cc2ccc(-c3ccccc3)cc2)C1 (stereo unspecified)	-0.2
Cc1c(C(=O)NCc2ccc(Cl)c(Cl)c2)sc(=O)n1Cc1ccccc1F	-1.0
Cc1ccc2c(=O)n3c(nc2c1)C(Cc1ccccc1)NC(=O)c1cccnc1-3 (stereo unspecified)	-0.4
O=C(c1[nH]c(C(F)(F)F)nc1-c1ccccc1)N1CCN(c2cccc(C(F)(F)F)n2)CC1	1.3
CC1(Cc2ccccc2C#N)C(=O)Nc2ccc(-c3ccccc3)cc21 (stereo unspecified)	0.8
O=C(N[C@H](CO)c1ccccc1)[C@H]1O[C@@H](n2ccc(=O)[nH]c2=O)[C@H](O)[C@@H]1O	-0.7
CC(C)Nc1ncnc2c1ncn2[C@H]1CN(Cc2ccc(F)cc2)C[C@@H](CO)O1	-1.4
OC[C@H]1O[C@@H](c2nc(-c3ccc4c(c3)CCO4)no2)[C@H](O)[C@@H](O)[C@H]1O	0.2
O=C(Nc1ccc(S(=O)(=O)Nc2ncccn2)cc1)c1ccc(Br)cc1	-2.1
Cc1cccc(NC(=O)C(C)Sc2ncnc3sccc23)c1 (stereo unspecified)	0.6
O=C(CSc1nnc(-c2cccnc2)o1)Nc1ccc(F)cc1	-1.4
COc1ccc(CNC(=O)Nc2nc(C(N)Cc3ccc(F)cc3)cs2)cc1 (stereo unspecified)	4.4
CCOc1ccc(CCN2C(=S)N([C@@H](CC(C)C)CN3CCC[C@@H]3CN3C(=S)NC[C@@H]3Cc3ccc(O)cc3)C[C@@H]2CC(C)C)cc1	3.2
CC1(C)CC(Cc2cccc(C(F)(F)F)c2)N(C(=O)OC(C)(C)C)C1 (stereo unspecified)	-1.0
C=CCC(NC(=O)N(C)C)(C(C)=O)C(=O)OC (stereo unspecified)	1.9
CCCNC(=O)C1(C)CCN(Cc2cc(C(F)(F)F)ccc2Cl)C1 (stereo unspecified)	-0.5
CCOC(=O)[C@]12CCCC=C1N(Cc1ccc(Cl)cc1Cl)C(=O)[C@H](CC(=O)N1CCSCC1)C2	0.1
CCc1nc2ccc(C(=O)N3CCN(C(C)=O)CC3)cn2c1N(C)C(=O)c1cccc(OC)c1	0.1

CN(C)[C@H]1CCN([C@H]2CS(=O)(=O)N[C@@H]2COCc2ccccc2)C1
  MPTP inh: 1.2
CC(OC(=O)c1cccc(S(=O)(=O)N2CCOCC2)c1)C(=O)NCC1CCCCC1 (stereo unspecified)
  MPTP inh: 0.5
Cc1noc(C)c1-c1ccc(C(=O)Nc2ccc(C(C)C)cc2)c2occc12
  MPTP inh: -1.0
CCc1nc2ccc(C(=O)NCCN3CCNC3=O)cn2c1N(CCC(C)C)CCN(C)C
  MPTP inh: -0.1
COc1ccc(-c2ccc(CN3C(CC(C)C)C(=O)N(Cc4cn(CC5CCCCC5)nn4)CCS3(=O)=O)cc2)cn1 (stereo unspecified)
  MPTP inh: 0.9
COc1ccc(OC)c(C(=O)CCCCC(=O)c2cc(OC)ccc2OC)c1
  MPTP inh: 1.0
COC(=O)[C@H]1C[C@H](OC(=O)NCC2CCCCC2)[C@@]2(O)CN(S(=O)(=O)c3ccc(C)cc3)CC2[C@H]1C(=O)OC (stereo partly specified)
  MPTP inh: 0.3
COc1ccccc1NC(=O)N(C)C[C@H]1OCc2cnnn2CCCC(=O)N([C@H](C)CO)C[C@@H]1C
  MPTP inh: -0.4
OC(c1ccccc1)(c1nc(/C=C/c2ccccc2)cs1)C(F)(F)F (stereo unspecified)
  MPTP inh: 0.9
COc1cc(CCC(=O)Nc2cc(S(=O)(=O)N3CCOCC3)ccc2OC(C)C)cc(OC)c1OC
  MPTP inh: 0.2

N#Cc1cccc(NC(=O)c2cc(C3CCCCN3S(=O)(=O)c3ccccc3)on2)c1 (stereo unspecified)
  MPTP inh: 0.8
CN(C)c1nc(N)nc(CSc2nnnn2-c2ccc(Cl)cc2)n1
  MPTP inh: -1.1
CCOC(=O)[C@]12CCC=C1N(CCC1=CCCCC1)C(=O)[C@H](CC(=O)N1CCC(c3ccccc3)CC1)C2
  MPTP inh: -1.0
[O-][N+](=Cc1c(Cl)cccc1Cl)CC1(O)CCCCC1
  MPTP inh: -0.7
O=C(NCc1cccs1)c1ccc2nc([C@@H]3O[C@H](CO)[C@H](O)[C@H](O)[C@H]3O)[nH]c2c1
  MPTP inh: -0.4
O=C1C=C(O)CC2(CCCCC2)C1
  MPTP inh: 0.3
COc1cccc(Nc2nc(CN)cs2)n1
  MPTP inh: 0.4
COc1ccccc1Cc1c(C2CCCCC2)nc2ccc(C)cn12
  MPTP inh: 9.0
Cc1ccc2ccccc2c1C(O)c1ncc(-c2ccccc2F)[nH]1 (stereo unspecified)
  MPTP inh: 0.6
CCOc1ccccc1OCC(=O)NC1CCSc2ccccc21 (stereo unspecified)
  MPTP inh: -0.3

Some of the entries so far, with the structure last:
MPTP inh,molecule
-1.1,CN(C)c1nc(N)nc(CSc2nnnn2-c2ccc(Cl)cc2)n1
-1.0,CCOC(=O)[C@]12CCC=C1N(CCC1=CCCCC1)C(=O)[C@H](CC(=O)N1CCC(c3ccccc3)CC1)C2
-0.7,[O-][N+](=Cc1c(Cl)cccc1Cl)CC1(O)CCCCC1

(further entries)
CC(C)C(C=Cc1ccccc1)=NNS(=O)(=O)c1ccccc1
  MPTP inh: 2.1
COc1ccccc1S(=O)(=O)N(C)C[C@@H]1OCc2cnnn2CCCC(=O)N([C@H](C)CO)C[C@H]1C
  MPTP inh: 0.8
C[N+](C)(C)CCNC(=O)c1c[nH]c2ccccc12
  MPTP inh: 0.3
COc1cccc(Nc2ncnc3ccc(Br)cc23)c1
  MPTP inh: 2.7
O=C(Cn1cc(COc2ccc3ccccc3c2)nn1)NS(=O)(=O)c1cccc(OC(F)F)c1
  MPTP inh: 0.4
C[C@H]1CN([C@@H](C)CO)C(=O)CCCn2nncc2CO[C@H]1CN(C)S(=O)(=O)c1ccccc1
  MPTP inh: 0.2
NC(Cc1ccc(C(F)(F)F)cc1)c1csc(NC(=O)Nc2ccccc2Oc2ccccc2)n1 (stereo unspecified)
  MPTP inh: 6.3
CC(=O)Nc1cccc(-c2ccnc3c2CC(C)(C(=O)NCCc2ccccc2)O3)c1 (stereo unspecified)
  MPTP inh: -0.4
COCC#Cc1ccc2c(c1)O[C@@H](CN(C)S(=O)(=O)c1cccc(F)c1)[C@@H](C)CN([C@H](C)CO)S2(=O)=O
  MPTP inh: -1.6
CCOC(=O)[C@]12CCCC=C1N(Cc1ccccc1)C(=O)[C@H](CC(=O)NCc1ccc(OC)c(OC)c1)C2
  MPTP inh: 0.4

Not all compounds are listed; the hit share may differ from the screen's.
